Compound activity (PubChem)
HIF-2a block: HIF-2a reporter inhibitors, primary screen, luminescence, 786-0 RCC cells; AID 624352, 2012; 786-0 RCC cells HIF-2a reporter, luciferase luminescence, overnight; inhibition, % at 18.8 µM; 0.72% of 360,000 active;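 active = inhibition of the luminescence signal of 40% or more relative to plate controls, in a single-dose primary screen at 18.75 µM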
CaV13 ICDI inh: Disruptors of the CACNA1D IQ motif to Ca2+-dependent inactivation inhibitor domain association, primary screening, Förster resonance energy transfer in intact living …. HEK cells, CFP/YFP FRET ICDI-IQ, plate reader, 10 min; percent FRET-ratio fall versus neutral wells. inhibition, % at 12.3 µM. 0.098% of 340,000 active. AID 743397;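 active = mean replicate inhibition of at least 30% and at least 1% of replicates passing that level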;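 note: 0% = median of the neutral control wells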
Shn3 inh set2: reduction of Shn3 3'UTR firefly luciferase signal, primary screen, Schnurri-3 inhibitor project, cell-based, Clone20 osteoblasts, set 2; Clone20 osteoblast Shn3 3'UTR firefly luciferase, 24 h; inhibition, % at 12.5 µM; 0.52% of 360,000 active;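 active = mean inhibition of at least 75% with every replicate also reaching 75%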;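 note: 0% = median of neutral control wells and 100% = pilot-screen positive control compound; some compounds past the cut are filed as inactive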
H9c2 protect: cardioprotection against H2O2-induced cell death, primary screen, uHTS, H9c2 cells, ATPLite luminescence | H9c2 cardiomyocytes, H2O2 injury protection, 2 h | protection from H2O2 cell death, % at 20 µM | 0.63% of 360,000 active | AID 588492, 2011;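 active = compounds giving at least 50% protection of heart cells from peroxide-induced death in the single-dose screen, raw or plate-pattern-corrected value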;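 note: 0% = DMSO wells with peroxide and 100% = DMSO wells without peroxide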
Peg3 prom inh: Peg3 promoter-driven luciferase inhibitors, primary screen, cell-based, HeLa, luciferase luminescence; HeLa PEG-Prom luciferase reporter, overnight; inhibition, % at 20 µM; 1.7% of 360,000 active; AID 588405, 2011;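 active = inhibition of at least 50% at 20 µM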
NR2E3 ag-1: NR2E3 agonists in two-hybrid cells, primary screen, cell-based, luminescence, CHO-S, Gal4-NCOR/VP16-NR2E3 | AID 602229, 2012 | luciferase | 0.35% of 360,000 active | inhibition of corepressor binding, % at 3.98 µM | Photoreceptor-specific nuclear receptor (Homo sapiens), Q9Y5X4;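 active = inhibition above the mean of all tested compounds plus 3 SD, cut at about 70% in these data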;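 note: 0% = DMSO with NR2E3 transfected cells and 100% = cells lacking NR2E3 construct; higher means lower luciferase signal from less NR2E3 corepressor binding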
Target sequence (Q9Y5X4 whole entry, looked up, the tested form may be a part): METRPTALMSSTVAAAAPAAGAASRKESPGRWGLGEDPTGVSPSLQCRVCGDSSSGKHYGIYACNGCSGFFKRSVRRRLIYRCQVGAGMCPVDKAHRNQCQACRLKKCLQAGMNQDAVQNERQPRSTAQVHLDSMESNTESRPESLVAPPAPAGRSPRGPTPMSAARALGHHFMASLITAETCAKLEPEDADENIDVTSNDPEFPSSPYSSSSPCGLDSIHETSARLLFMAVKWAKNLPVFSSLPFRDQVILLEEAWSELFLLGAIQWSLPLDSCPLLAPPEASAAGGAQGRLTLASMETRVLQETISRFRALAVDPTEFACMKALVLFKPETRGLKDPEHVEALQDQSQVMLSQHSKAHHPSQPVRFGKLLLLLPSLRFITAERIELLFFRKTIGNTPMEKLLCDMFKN
iPSC survival up: enhancers of single-cell hiPSC survival, primary screen, ATPlite luminescence; 100% = ROCK inhibitor wells, 0% = DMSO; survival enhancement, % at 20 µM; 0.044% of 360,000 active; in the data active = survival enhancement above about 18%;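 note: cells exposed to compounds for 16 hours before the ATP read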
TRPM1 prom inh: inhibitors of MITF-dependent TRPM1 promoter reporter, primary screen, cell-based, SK-MEL-5, single point, luciferase. SK-MEL-5 TRPM1 promoter luciferase, 24 h. inhibition, % at 12.5 µM. 0.83% of 330,000 active. AID 488899, 2010;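 active = mean inhibition across replicates of 60% or more, whatever share of single replicates reaches that level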; note: values of inactives mirror those of a sister screen read the other way
HTR2A ag: mouse Htr2a agonists via beta-arrestin recruitment, primary screen, cell-based, luminescence; CHO-K1 mHTR2A beta-arrestin complementation; percent of 30 µM serotonin response; activation, % at 7.6 µM; 0.66% of 360,000 active;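 active = activation above a run cutoff, the mean activation of all tested compounds plus 3 SD, cut at about 14% in these data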;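 note: 0% = plate median of compound wells and 100% = 30 µM serotonin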
Target sequence (P35363 whole entry, looked up): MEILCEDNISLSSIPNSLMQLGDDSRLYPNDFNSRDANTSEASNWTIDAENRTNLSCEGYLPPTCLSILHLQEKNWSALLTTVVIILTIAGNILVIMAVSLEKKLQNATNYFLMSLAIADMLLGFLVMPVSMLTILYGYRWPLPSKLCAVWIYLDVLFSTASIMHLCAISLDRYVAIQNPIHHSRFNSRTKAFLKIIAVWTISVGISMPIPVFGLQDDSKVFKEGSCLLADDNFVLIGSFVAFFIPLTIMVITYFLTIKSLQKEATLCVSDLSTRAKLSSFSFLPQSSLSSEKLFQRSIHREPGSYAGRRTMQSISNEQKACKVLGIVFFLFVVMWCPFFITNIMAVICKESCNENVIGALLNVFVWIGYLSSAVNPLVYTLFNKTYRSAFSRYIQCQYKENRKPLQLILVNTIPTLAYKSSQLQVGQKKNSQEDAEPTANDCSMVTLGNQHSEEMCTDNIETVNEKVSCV
PDI inh: inhibitors of human PDI, primary screen, biochemical, turbidity, single point, plate reader | PDI insulin aggregation turbidity, A650, 90 min | 0.052% of 350,000 active | inhibition, % at 10 µM | Protein disulfide-isomerase (Homo sapiens), P07237 | AID 588391, 2011;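 active = mean inhibition across replicates of 30% or more, whatever share of single replicates reach that level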;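 note: absorbance from insulin aggregation driven by PDI reduction with DTT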
NR2E3 ag-2: inhibitors of NR2E3-RetCOR corepressor binding, primary screen, NR2E3 agonist project, biochemical, TR-FRET, GST-NR2E3, biotin-RetCOR. Photoreceptor-specific nuclear receptor (Homo sapiens), Q9Y5X4. 1536-well. inhibition of corepressor binding, % at 4.78 µM. 0.12% of 320,000 active. AID 2300, 2010;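 active = percent inhibition above the cutoff of mean plus 3 SD of all tested compounds, set per screening campaign, cut at about 20% in these data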;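 note: 0% = DMSO wells and 100% = biotin wells as full block of FRET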
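Material: NR2E3–RetCOR corepressor complex / Incubation: Compound–protein incubation for 5 h at 4 °C / Dosing: compound at 4.8 µM, single dose / Detection: time-resolved FRET / Benchmarks: high control biotin, low control 0.6% DMSO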
* = called active by the depositor; nt = not tested or not shown.

SMILES	HIF-2a block	CaV13 ICDI inh	Shn3 inh set2	H9c2 protect	Peg3 prom inh	NR2E3 ag-1	iPSC survival up	TRPM1 prom inh	HTR2A ag	PDI inh	NR2E3 ag-2
O=C(COc1ccc(Cl)cc1Cl)OCC(=O)c1ccc[nH]1	3	-6	5	6	-15	-10	-0.5	1	6	-36	3
O=C(OC1CCOC1=O)c1cncc(Br)c1 (stereo not drawn)	13	-2	-7	-3	-19	-2	-4.6	-8	0	-4	-6
Cc1cc(C(=O)NNc2c(Cl)cccc2Cl)n(C(C)(C)C)n1	11	-6	9	5	5	-18	0.4	-7	3	-48	0
CNC(=S)NNC(=O)CSCc1c(Cl)cccc1Cl	25	-4	-7	-2	18	-21	0.5	-5	6	1	1
Cc1ccc(S(=O)(=O)N2CCOCC2)cc1NC(=O)COC(=O)CCC(=O)c1cccs1	9	nt	2	-4	9	15	3.4	-4	0	10	-2
COc1ccc(C(=O)NNC(=O)Cc2ccc(Cl)cc2)cc1	6	8	-10	7	6	-24	-0.7	-2	-2	1	11
Oc1c(Cl)cc(Cl)cc1/C=C/c1ccc2cccc(O)c2n1	-29	-15	8	-26	45	-71	-0.1	31	-3	6	3
CCOc1ccc(OCCC(=O)N(CC(=O)Nc2ccccc2C(F)(F)F)Cc2ccco2)cc1	4	-3	7	-4	20	-17	0.2	3	3	-1	1
CC1(C)CC(=O)C2=C(C1)OC1=C(C(=O)CC(C)(C)C1)C2c1ccccc1Cl	14	-6	8	-2	9	11	-0.3	nt	-2	-2	nt
COc1ccccc1NC(=S)N(Cc1ccco1)Cc1cc2cc(C)cc(C)c2[nH]c1=O	20	-3	13	2	36	6	-2.6	14	5	-2	-2
COC(=O)C1(NC(=O)NC2CCCCC2)CCCCC1	16	-2	1	-1	2	-46	-0.8	6	2	5	2
CC(=O)N1CCc2ccc(S(=O)(=O)N3CCN(C)CC3)cc21	12	-5	-22	2	10	-5	5.6	3	-5	3	0
NC(=O)CSc1nc(C2CC2)nc2sc3c(c12)CCCC3	-196	-4	-74	-22	-259	-52	-2.6	-48	1	-14	3
CNC(=O)C1CC(=O)N(Cc2ccccc2)C(=Nc2ccc(OC)cc2)S1 (stereo not drawn)	7	-6	-29	0	2	6	0.0	-10	2	-5	-5
Cc1cc(C)nc(OC(C(=O)O)C(OCCc2ccccc2)(c2ccccc2)c2ccccc2)n1 (stereo not drawn)	6	-21	4	17	12	25	0.1	5	0	9	3
N#CCSc1nnc(-c2cccnc2)n1-c1ccccc1	11	-4	-4	6	7	-14	-1.5	-3	-1	-10	-1
CCN(CC(=O)Nc1ccc2c(c1)OCCO2)C(=O)/C=C/c1ccccc1	-82	-6	-5	-5	-48	-49	4.4	-20	-4	10	-2
CC(=O)N1CCN(S(=O)(=O)c2cccc(C(=O)Nc3ccccc3N3CCOCC3)c2)CC1	19	-6	7	10	4	7	-0.8	-9	2	0	3
Cc1ccc(C)n1NC(=O)c1ccc(Cl)cc1Cl	4	-5	-5	4	-2	-18	11	7	6	2	0
Cc1ccc2c(Cl)cc(Cl)c(OCC(=O)NC3CCS(=O)(=O)C3)c2n1 (stereo not drawn)	24	1	-34	14	15	25	-1.9	-6	-1	11	-1
Cc1ccc(CNC(=O)Nc2nnc([C@H]3C[C@H](O)[C@@H](CO)O3)s2)cc1	7	-7	-5	4	-6	-7	0.5	nt	3	-1	nt
Cc1cc(C)c(C#N)c(N2CCSCC2)n1	6	nt	-5	0	11	-3	-1.1	-12	-2	17	0
CC(=O)c1ccc(NC(=O)c2cc(S(=O)(=O)N3CCOCC3)ccc2C)cc1	11	nt	-1	-3	6	-1	-0.5	0	0	1	1
Cc1ccc(C)c(C(=O)CCC(=O)NCc2ccc(Cl)cc2)c1	6	-19	1	-7	14	38	-0.1	7	-7	-2	1
COCCNC(=O)/C(C#N)=C\c1ccc(CNS(=O)(=O)c2ccccc2)o1	9	-5	-17	0	-13	13	2.2	-25	3	6	0
Further compounds:
SMILES	HIF-2a block	CaV13 ICDI inh	Shn3 inh set2	H9c2 protect	Peg3 prom inh	NR2E3 ag-1	iPSC survival up	TRPM1 prom inh	HTR2A ag	PDI inh	NR2E3 ag-2
COc1ccc(CCN2C(=O)c3[nH]nc(-c4ccccc4O)c3C2c2cccc(O)c2)cc1OC (stereo not drawn)	37	-5	18	46	20	5	1.3	-4	-2	14	3
O=S(=O)(c1ccc(Cl)s1)N1CCNCC1	12	-5	-25	7	-11	26	0.2	nt	7	5	nt
O=C(CCC(=O)N1CCOc2ccccc21)NCCCN1CCOCC1	0	-5	4	4	17	-22	-2.1	nt	1	nt	9
CN(C)CCCNC(=S)N1CCN(c2nc(-c3ccccc3)cs2)CC1	-8	-3	11	7	15	-4	-0.7	-18	-5	4	-2
COc1ccc(C(=O)Nc2ccc(N3CCN(C(=O)c4ccccc4C)CC3)cc2)cc1	9	-6	24	0	3	24	0.3	20	2	6	2
COC(=O)Cc1cc(=O)[nH]c(/N=C(\N)Nc2ccc(C)cc2)n1	4	-8	-4	-2	-4	15	-2.7	2	-7	7	1
O=C(NNc1ccccn1)C(c1ccccc1)c1ccccc1	9	-7	-5	2	1	11	-2.4	3	3	-18	0
CCc1ccc(C(=O)COC(=O)CNC(=O)CNS(=O)(=O)c2ccccc2)cc1	1	-6	-16	4	7	4	-0.3	13	-1	14	-3
CCO/C(=C/c1sc2ccc(OC)cc2[n+]1CCCS(=O)(=O)[O-])CC	1	-3	-14	0	4	12	-0.6	-1	2	-3	-2
O=C(N/N=C/c1[nH]c2ccccc2c1Cl)c1cccc(Br)c1	-13	-20	8	4	-10	-19	0.0	nt	-3	-3	-3
Cc1occc1C(=O)Nc1ccc2ccccc2c1	-249	-5	-39	-21	-293	-137	0.3	-48	-3	-11	0
CCN(CC(=O)NCc1ccc(F)cc1)C(=O)/C=C/c1ccc(S(=O)(=O)N(CC)CC)cc1	12	-3	10	5	20	-7	0.0	27	2	-10	0
O=C1CSC(c2ccc(Cl)c(Cl)c2)N1c1nccs1 (stereo not drawn)	2	-2	-8	5	15	1	-0.4	-6	1	-8	-5
O=C(N/N=C/C=C/c1ccc([N+](=O)[O-])cc1)c1cccs1	-57	-7	nt	3	-42	-39	-0.6	-14	1	4	1
CN(C)/C=C1\SC(=S)N(N2C(=O)C3C4C=CC(C4)C3C2=O)C1=O (stereo not drawn)	7	-7	-8	-3	-7	-19	1.1	-2	4	5	-2
C=CCNCCOCCOc1ccc(C)cc1Br	-12	-3	-3	9	-21	-2	-1.1	-8	-4	1	-3
O=S(=O)(c1cccc(F)c1)N1CCc2sccc2C1c1ccc(OC(F)(F)F)cc1 (stereo not drawn)	21	-3	15	-5	13	15	0.2	8	-4	16	4
Cc1ccc(Nc2nc(C(=O)NCCCN3CCOCC3)cs2)cc1	-13	-4	24	1	41	7	-3.0	9	-10	7	-3
COC(=O)Cn1cnc2sc3c(c2c1=O)CCCC3	-7	-1	0	-6	-4	-18	-1.1	-11	-2	0	1
CCCOc1ccc(/C(O)=C2\C(=O)C(=O)N(c3ccccn3)C2c2ccccc2F)cc1C (stereo not drawn)	-117	-5	-17	6	-18	15	1.2	-2	-11	1	10
CC(=O)N1CCOc2ccc(S(=O)(=O)N3CCN(c4cc(C)ccc4C)CC3)cc21	24	-7	4	-11	24	14	-0.6	5	-4	8	-1
Cc1nc(/C=C/c2ccccc2)[nH]c(=O)c1-c1ccccc1	-215	-9	-87	0	-232	-282	0.3	-18	3	-8	-2
CCOc1ccc(NC(=O)CC(=O)Nc2ccc(OCC)cc2)cc1	-15	-15	-8	-6	-36	-35	-0.4	-1	8	-9	1
CN1CCC(N(C)S(=O)(=O)c2ccc(Cl)cc2)CC1	18	-4	5	-2	30	-5	-0.5	0	-13	0	3
O=C(Nc1ccc(CN2CCOCC2)cc1)c1cc(Br)ccc1Cl	-13	0	14	-4	-5	-8	-0.3	5	-4	8	nt
The list goes on:
SMILES	HIF-2a block	CaV13 ICDI inh	Shn3 inh set2	H9c2 protect	Peg3 prom inh	NR2E3 ag-1	iPSC survival up	TRPM1 prom inh	HTR2A ag	PDI inh	NR2E3 ag-2
O=C(CSc1n[nH]c(=O)[nH]c1=O)c1ccc([N+](=O)[O-])cc1	10	-2	7	4	3	-18	-0.4	2	2	-1	1
CCSc1ccc(C(=O)Nc2cccc(C)n2)cc1[N+](=O)[O-]	-64	-3	5	-23	-19	-23	3.0	-21	1	-1	-3
COc1ccccc1NC(=O)CCN1C(=O)/C(=C/c2cc(OC)c(OC)c(OC)c2)SC1=S	0	-2	-4	19	2	-15	-0.4	-8	7	-20	1
CCOc1ccc(Br)cc1C(=O)N/N=C/c1cccnc1	3	-2	6	4	10	-10	-0.8	-4	-15	-1	-4
O=C(Nc1cccnc1)c1cc(-c2ccc(Br)cc2)on1	-227	-6	-80	-30	-195	-5	-3.8	nt	5	6	2
O=C(Nc1sc2c(c1C(=O)O)CCC2)c1ccccc1	-144	-5	-15	-6	-144	-97	0.4	-10	-2	-2	7
Cc1cc(CNC(=O)c2cccc([N+](=O)[O-])c2)c2ccccc2n1	17	-7	6	-5	14	-11	0.5	31	4	-8	2
CCN(CC)S(=O)(=O)c1ccc(C)c(NC(=O)CNCCN(C(C)C)C(C)C)c1	-1	-2	9	4	-4	6	-0.2	-6	7	3	1
O=C(NCCCCc1ccccc1)c1cccc(NC(=O)C2CCCCC2)c1	-18	-4	11	1	-5	-13	-0.9	-9	-4	-4	nt
Cc1c(O)ccc(C(=O)COc2ccc(F)cc2)c1O	-194	-5	-33	4	-303	-109	7.8	-80	0	13	0
Cc1ccc(-c2nc(N/N=C/c3cccnc3)c3ccccc3n2)cc1	-221	nt	-15	-23	-114	-60	-3.3	-30	4	-8	2
COc1ccc(CNS(=O)(=O)c2c(C)[nH]c(C)c2C(=O)N2CCCC2)cc1	3	-17	12	5	-3	4	-0.4	2	4	-1	-1

One compound at a time, as listed above:
O=C(Nc1cccnc1)c1cc(-c2ccc(Br)cc2)on1 is listed with HIF-2a block = -227; CaV13 ICDI inh = -6; Shn3 inh set2 = -80; H9c2 protect = -30; Peg3 prom inh = -195; NR2E3 ag-1 = -5; iPSC survival up = -3.8; TRPM1 prom inh = nt; HTR2A ag = 5; PDI inh = 6; NR2E3 ag-2 = 2
O=C(NCCCCc1ccccc1)c1cccc(NC(=O)C2CCCCC2)c1 is listed with HIF-2a block = -18; CaV13 ICDI inh = -4; Shn3 inh set2 = 11; H9c2 protect = 1; Peg3 prom inh = -5; NR2E3 ag-1 = -13; iPSC survival up = -0.9; TRPM1 prom inh = -9; HTR2A ag = -4; PDI inh = -4; NR2E3 ag-2 = nt
